DRD3 antagonist: antagonists of human D3 dopamine receptor. P35462. D3R cells, DiscoveRx beta-arrestin luminescence, antagonist mode; active compounds read low. hit rate 2.5% among 360,000. max response, negative = inhibition, %; in the data active means max response below about -50%; inconclusive means no clear call, values can overlap the other calls; further: on the % scale 0 is the no-effect control and ±100 the full control effect; mostly tested at two doses, the higher about 12 µM
Target sequence (P35462 whole entry, looked up): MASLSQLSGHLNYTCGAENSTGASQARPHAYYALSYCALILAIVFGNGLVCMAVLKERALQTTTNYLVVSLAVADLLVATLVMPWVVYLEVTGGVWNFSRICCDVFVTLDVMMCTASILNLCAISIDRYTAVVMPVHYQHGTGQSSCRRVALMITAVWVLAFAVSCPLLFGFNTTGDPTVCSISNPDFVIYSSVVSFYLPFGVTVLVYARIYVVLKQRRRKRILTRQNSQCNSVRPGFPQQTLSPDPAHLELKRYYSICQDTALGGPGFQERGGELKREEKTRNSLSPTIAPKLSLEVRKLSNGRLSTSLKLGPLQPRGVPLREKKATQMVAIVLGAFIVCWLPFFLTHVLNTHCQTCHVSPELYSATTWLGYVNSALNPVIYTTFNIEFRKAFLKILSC
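Cells plated overnight at 1500 cells/well, then exposed to library compounds with dopamine controls for 90 minutes at 37 degrees C. DiscoveRx reagent added for 30–60 minutes at room temperature; luminescence read, quantitative HTS format.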
HT1080-NT tox: kills 2HG-producing HT-1080-NT fibrosarcoma cells | HT-1080-NT fibrosarcoma viability, CellTiter-Glo ATP luminescence, 48 h | Potency, µM (titrated, usually from 46.1 µM), for inactives: at the highest dose activity, negative = less viability, most hits filed as cytotoxic | hit rate 1.6% among 360,000;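 further: NT is the 2HG producing partner of a matched IDH1 knockdown line; potency means the concentration at half of the fitted maximal effect; 0% = DMSO-treated cells and -100% = media-only wells without cells; nearly all actives have a fitted effect of over 55% in size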
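750 cells/well, RPMI + 5% FBS; 2 h settle, compound pin-transfer, 48 h at 37 degrees C. CellTiter-Glo 10 min RT, luminescence. Normalized to DMSO and media-only wells.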
DRD3 agonist: activates the human D3 dopamine receptor; P35462; AID 652048; max activation, %; D3R DiscoveRx beta-arrestin cells, luminescence, 90 min; hit rate 0.58% among 410,000; in the data active means max activation above about 30%; further: 0% is about no effect; mostly tested at two doses, the higher about 12 µM
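Cells at 1500/well, incubated overnight, then treated with pinned compounds (dopamine as control) for 90 min at 37 degrees C. DiscoveRx reagent added for 30 - 60 minutes at room temperature; luminescence read.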
GLP-1R agonist: activates the human GLP-1 receptor; P43220; HEK293 GLP-1R CRE-luciferase, luminescence, 4-6 h; cells express a hypersensitive GLP-1R form; Potency, µM (highest dose often 45.6 µM), for inactives: at the top dose activation, usual class: activators; hit rate 0.007% among 380,000; AID 624172; further: potency means the concentration at half of the fitted maximal effect; % of control where 0% means no effect
Target sequence (P43220 whole entry, looked up): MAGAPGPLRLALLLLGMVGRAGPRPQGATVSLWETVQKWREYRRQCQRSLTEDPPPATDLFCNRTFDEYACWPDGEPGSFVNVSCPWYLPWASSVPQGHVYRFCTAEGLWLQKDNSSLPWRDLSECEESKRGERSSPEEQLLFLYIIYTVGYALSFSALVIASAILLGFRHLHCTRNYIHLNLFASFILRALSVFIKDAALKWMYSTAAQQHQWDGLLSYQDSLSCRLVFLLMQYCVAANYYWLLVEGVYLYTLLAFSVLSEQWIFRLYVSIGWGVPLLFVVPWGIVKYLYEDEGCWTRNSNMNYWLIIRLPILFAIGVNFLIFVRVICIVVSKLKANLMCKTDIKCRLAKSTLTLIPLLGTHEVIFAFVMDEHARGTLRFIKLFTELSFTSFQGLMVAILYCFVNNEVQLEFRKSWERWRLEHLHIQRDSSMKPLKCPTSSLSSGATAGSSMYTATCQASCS
HT1080 IDH1KD tx: toxicity to HT-1080 IDH1 knockdown cells (counter line). hit rate 2% among 360,000. AID 686971. Potency, µM (titrated, usually from 46.1 µM), for inactives: at the top dose activity, negative = toxicity, hits mostly cytotoxic. HT-1080 IDH1 knockdown viability, ATP luminescence, 48 h;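 further: potency means the concentration at half of the fitted maximal effect; 0% = DMSO wells and -100% = cell-free medium wells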
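Luminescent ATP read-out (CellTiter-Glo, 10 min at room temperature) after 48 h compound exposure at 37 °C gave viability of IDH1-knockdown HT-1080 cells. Activity was normalised to DMSO and cell-free wells, then fitted as concentration-response curves.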
SW480 rereplic: inducers of DNA re-replication in SW480 colon cancer cells | SW480 DNA re-replication, Hoechst DNA content imaging, 48 h | Potency, µM (titrated, usually from 46.1 µM), inactives show top-dose re-replication activation, usual class: activators | hit rate 1.8% among 340,000; further: potency means the concentration at half of the fitted maximal effect; % of control where 0% means no effect; nearly all actives have a fitted effect of over 55% in size
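Cells (250 per well) received 23 nL compound or DMSO by pin tool and were kept 48 hr at 37 C, 5% CO2. Nuclei were then stained with Hoechst for 40 min and scanned for DNA content.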
IL1B secr inh: blocks inflammasome-driven IL-1 beta release; activity change, % at 57.5 µM; THP-1 LPS/ATP IL-1B secretion, AlphaLISA, 16 h; active compounds read low; hit rate 4.7% among 360,000; in the data active means activity change below about -50%; inconclusive means mostly about -30% to -49%; further: on the % scale 0 is the no-effect control and ±100 the full control effect
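THP-1 cells pretreated 1 hr with compounds (up to 57.5 uM final), then stimulated with LPS (250 ng/mL final) plus ATP (1.25 mM final); secreted IL-1B measured by AlphaLISA after 16 hr, decreased signal indicating inhibition.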
KB-3-1 cytotox: KB-3-1 parental cell cytotoxicity | KB-3-1 viability, CellTiter-Glo ATP luminescence, 72 h | Potency, µM (highest dose often 46.1 µM), without a hit: top-dose activity change, negative = cytotoxic, actives largely listed as cytotoxic | hit rate 1.4% among 400,000 | AID 1347075; further: potency means the concentration at half of the fitted maximal effect; on the % scale 0 is the no-effect control and ±100 the full control effect; nearly all actives have a fitted effect of over 60% in size
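Here the drug-naive KB-3-1 line serves as comparator for MDR sub-line selectivity; cells received compound titrations, 72 h at 37 °C, then CellTiter-Glo readout.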
KB-V1 cytotox: KB-V1 MDR subline cytotoxicity | KB-V1 MDR cells viability, CellTiter-Glo, 72 h | Potency, µM (highest dose often 46.1 µM), for the others: top-dose activity change, negative = cytotoxicity, hits mostly cytotoxic | hit rate 3.4% among 400,000; further: potency means the concentration at half of the fitted maximal effect; on the % scale 0 is the no-effect control and ±100 the full control effect; nearly all actives have a fitted effect of over 60% in size
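Readout: CellTiter-Glo luminescence, 10 min after addition. Cells: KB-V1 MDR subline, 72 h at 37 degrees C with compound. Analysis: corrected, normalized data fitted to concentration-effect curves.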
* marks the source's active call; other numbers are inactive results; ? = inconclusive; . = no result given; [ ] = another dose, or the depositor's remark. Unless noted, the call rests on the fitted dose curve; in most records, active means well fitted curve in the direction sought with a large enough effect; inconclusive means small, poorly fitted or top-dose-only effect, or another doubt; inactive means no such curve, though single readings can be large; an effect the other way counts as inactive or inconclusive.

Fields: DRD3 agonist | IL1B secr inh | KB-V1 cytotox | DRD3 antagonist | KB-3-1 cytotox | SW480 rereplic | HT1080-NT tox | GLP-1R agonist | HT1080 IDH1KD tx
> COCCCN1C(=O)c2ccc(C(=O)N3CCN(c4ccc(OC)cc4)CC3)cc2C1=O
  1 | 18 | 16% | 17 | -6% | 1% | -1% | -1% | 10%
> CC1=Nc2cc(C(=O)N3CCC(C)CC3)ccc2Sc2ccc(Cl)cc21
  1 | . | ? | . | -7% | . | . | 1% | .
> COCCCN1C(=O)C(CC(=O)NCCCCc2ccccc2)CC(C(=O)N(C(C)C)C(C)C)=C1C (stereo not drawn)
  -1 | -11 | 11% | 1 | 0% | . | 27% | -2% | 16%
> O=C(N/N=C1\CCCc2c1[nH]c1ccc(Cl)cc21)c1ccncc1
  -15 | ? | -2% | -13 | ? | 27% | ? | 0% | ?
> O=C(O)c1cccc(Nc2nc(N3CCOCC3)nc(N3CCOCC3)n2)c1
  -11 | -1 | -29% | -14 | -21% | 0% | 3% | 0% | -9%
> O=C1CCc2cc(S(=O)(=O)N3CCC(C(=O)NC4CCCc5ccccc54)CC3)ccc2N1 (stereo not drawn)
  1 | 3 | 26% | 25 | 1% | 4% | 0% | -5% | -5%
> CC(C)(C)OC(=O)CN1c2cccc3cccc(c23)S1(=O)=O
  -1 | 6 | 10% | 0 | -2% | -3% | 16% | 8% | 8%
> COc1ccc(OC)c(C(=O)c2coc3ccc(O)cc23)c1
  -24 | -5 | 10µM* | 15 | ? | ? | ? | 7% | ?
> CN1CCN(C2CC(=O)N(Cc3ccc(N4CCCC4=O)cc3)C2=O)CC1 (stereo not drawn)
  3 | 4 | 7% | 13 | 2% | -14% | -9% | -9% | -6%
> Cc1nnsc1NC(=O)OCCCl
  7 | 0 | 1% | 0 | 12% | -3% | 14% | -9% | 21%
> O=C(O)CSCC(=O)NCc1ccccc1
  1 | 0 | 3% | -15 | 0% | -3% | 7% | 0% | 12%
> COC(=O)C1Cc2ccccc2CN1S(=O)(=O)c1ccc(C)cc1 (stereo not drawn)
  0 | 4 | ? | 2 | -3% | -3% | -3% | 1% | -12%
> CC(=O)c1ccc(OC(=O)c2cccs2)cc1
  -2 | 6 | 4% | 6 | 19% | -2% | 21% | -18% | 4%
> Cc1ccc(CN2C(=O)CCC2(C)c2nnnn2-c2ccc3c(c2)OCCO3)cc1 (stereo not drawn)
  2 | 14 | -29% | 0 | 3% | . | 12% | 5% | 8%
> O=C(NC1CCC(O)CC1)c1ccc(Br)o1 (stereo not drawn)
  5 | 18 | 0% | 0 | 28% | 3% | 1% | 2% | -6%
> O=C(CCCCCNC(=S)Nc1ccc(Cl)cc1)C[N+](=O)[O-]
  2 | 40 | 0% | -11 | 13% | -6% | ? | 7% | ?
> N#Cc1ccccc1OCC(=O)N1CCc2ccccc2C1
  3 | 0 | ? | -1 | -2% | 30% | 2% | 15% | 10%
> CCCCN(C(=O)C(C)Oc1ccc(Br)cc1)c1c(N)n(Cc2ccccc2)c(=O)[nH]c1=O (stereo not drawn)
  -7 | -7 | -28% | -6 | ? | 15% | -10% | 8% | -19%
> COc1cc(C(=O)Nc2nncs2)cc(OC)c1OC
  11 | 29 | 11% | 5 | 8% | -3% | 18% | -4% | 10%
> CCC(c1nnnn1Cc1ccc2c(c1)OCO2)N1CCN(c2ccccc2)CC1 (stereo not drawn)
  0 | -18 | ? | -23 | 4% | -8%[9.22 µM] | -8% | 0% | -9%
> CCCCN(C(=O)NCCCCCCNC(=O)N(CCCC)C1CCS(=O)(=O)C1)C1CCS(=O)(=O)C1 (stereo not drawn)
  -2 | 11 | ? | -8 | 6% | -2% | -2% | -6% | 11%
> O=C(Nc1ccc(Cl)c([N+](=O)[O-])c1)C(Sc1ccccc1)c1ccccc1 (stereo not drawn)
  -16 | -83* | ? | -6 | 26µM* | 13% | ? | -1% | 21µM*
> Cc1nc(Nc2ccccc2)sc1C(=O)c1ccc(F)cc1
  3 | -23 | -12% | -12 | 7% | -1% | -22% | 28% | -29%
> Cc1cccc(C)c1NC(=O)C(c1ccccc1)N1CCC(c2ccccc2)CC1 (stereo not drawn)
  -7 | 0 | -30% | 2 | 8% | . | -5% | . | 8%
> CCOC(=O)c1nnn(-c2nc(OC)nc(N3CCCC3)n2)c1-c1ccccc1
  4 | 37 | -11% | -17 | -10% | -1% | 21% | 6% | ?
> O=C(CCN1CCOCC1)c1ccc(Br)cc1
  -5 | -91* | -1% | 15 | 10% | ? | ? | -1% | 26µM*
> CC(C)CN1C(=O)c2ccc(C(=O)Nc3ccc(OCC(=O)O)cc3)cc2C1=O
  -6 | -8 | 4% | 22 | 0% | -13% | 13% | -1% | 7%
> CCn1cc(C(=O)Nc2cccc(C(=O)OC)c2)c(=O)c2ccc(C)nc21
  0 | 15 | 0% | -29 | 8% | -5% | -13% | -3% | 25%[9.24 µM]
> COC(=O)c1sc2nc(-c3ccccc3)c3c(c2c1N)CCCC3
  -3 | -18 | -17% | -6 | 2% | ? | -2% | 4% | 4%
> COc1cc(NC(=O)COc2ccc(-n3cnnn3)cc2)cc(OC)c1OC
  0 | -10 | -11% | -7 | -20% | -6% | -9% | 10% | -1%
> Cc1ccc(OCCC(=O)OCC(=O)Nc2ccccc2)cc1
  4 | -7 | -6% | 8 | 0% | ? | 1% | -1% | 0%
> COc1ccc(NC(=O)N2CCCC2C(=O)NC23CC4CC(CC(C4)C2)C3)cc1 (stereo not drawn)
  1 | -2 | -21% | -13 | 0% | 0% | 1% | 13% | -1%
> Cc1ccc(CN2CC(C(=O)Nc3ncccc3C)CC2=O)cc1 (stereo not drawn)
  5 | -5 | 26% | -9 | 15% | 0% | 28% | -4% | 13%
> O=C(CN1C(=O)COc2ccc(S(=O)(=O)N3CCCC3)cc21)N1CCN(c2ccccc2F)CC1
  2 | . | -21% | . | 10% | . | . | 5% | .
> CS(=O)(=O)Nc1ccccc1C(=O)c1ccccc1
  -3 | -12 | 14% | -28 | 12% | 1% | -2% | 0% | 0%
> CCC1CCCCN1C(=O)CCNC(=O)Cn1cnc2ccccc2c1=O (stereo not drawn)
  -6 | 12 | -4% | -9 | 4% | -7% | 5% | -1% | 13%
> Cc1cc(C)n(C(=O)c2c([N+](=O)[O-])cnn2C)n1
  20 | -8 | 10% | 10 | 1% | -5% | 6% | 8% | 12%
> S=C(Nc1ccc(Cl)c(Cl)c1)N1CCCC1
  10 | -28 | -3% | -1 | ? | 2% | -3% | 2% | -3%
> O=C(CCC(=O)N1CCOc2ccccc21)N1CCOCC1
  2 | -5 | 21% | 12 | 20% | -8% | -2% | -1% | 10%
> CC(=O)Nc1cc(C)ns1
  -16 | 0 | 4% | -25 | -1% | 1% | 3% | 0% | -2%
> CCOc1ccc(Cn2nnc(C(=O)NCc3ccccc3)c2N)cc1
  3 | 17 | -9% | 0 | -2% | 1% | -28% | 9% | -19%
> COC(=O)Nc1sc2c(c1C(N)=O)CCCCCC2
  1 | -7 | 3% | 21 | 27% | 0% | 9% | -3% | -2%
> CSCC(=O)N1CCc2ccc(NC(=O)c3ccccc3Cl)cc2C1
  6 | 0 | ? | 6 | ? | 6% | -24% | 9% | -26%
> CCOc1ccc(NC(=O)Cc2ccc(S(=O)(=O)N3CCCCC3)cc2)cc1OCC
  -2 | 9 | ? | 33 | -16% | -18% | -1% | 1% | -7%
> CN(C)CCNc1c2c(nc3nnnn13)CCCC2
  -6 | -1 | 28% | 0 | 17% | -2% | -1% | -1% | 3%
> CCN(CC)C(=O)CSc1nc2ccccc2c(=O)n1CC
  -1 | -21 | -16% | 16 | 0% | 2% | -3% | 2% | 5%
> O=c1cc(CSc2ccc(Cl)cc2)nc(-c2ccccn2)[nH]1
  -13 | -9 | 0% | -53* | 13µM* | 18% | -17% | 7% | -29%
> Cc1c(Cl)cccc1NC(=O)CCC(=O)NNC(=O)CCC(=O)O
  3 | 12 | -7% | 11 | 3% | -5% | 7% | 2% | 16%
> CN(C)C(=O)CSC1c2ccccc2C(=O)N1c1ccccc1 (stereo not drawn)
  0 | -2 | 0% | 11 | 10% | 4% | 9% | 9% | 1%
> CCCc1cc(-c2n[nH]c(=S)n2CC(C)C)cs1
  -3 | 5 | 18% | -12 | 14% | -3% | -14% | 8% | -9%
> Cc1ccc(NC(=O)CC2NCCNC2=O)cc1Cl (stereo not drawn)
  6 | 0 | 7% | 2 | -13% | -10% | 10% | -1% | 8%
> COc1ccc(C(=O)/C=C/Nc2ccc([N+](=O)[O-])cc2)cc1
  5 | -12 | -9% | 9 | 9% | -134%[inhibitor] | 9% | -5% | 5%
> CC1(c2cccs2)CC(c2cccs2)=C(C#N)C(=O)N1 (stereo not drawn)
  7 | 7 | -10% | 16 | -15% | 10% | -48% | 2% | -23%
> O=C(N/N=C/c1ccc(F)cc1)c1cc(-c2ccc3c(c2)OCO3)n[nH]1
  -14 | -11 | -20% | 1 | -4% | 4% | ? | 4% | ?
> COc1ccc(CNCC(O)(c2ccccc2)c2ccccc2)cc1OC
  7 | -13 | -24% | 4 | -5% | 1% | -11% | 15% | -21%
> COCCN(C(=S)Nc1c(C)cc(C)cc1C)C(C)c1cccnc1 (stereo not drawn)
  2 | -6 | 2% | 6 | 0% | 3% | -1% | -3% | 4%

Assay outcomes (PubChem)

The order is random; 12% or so of the library scored in one or more.
